RMI-FANCM inh – inhibitors of human RMI core complex binding to FANCM MM2. Fluorescence polarization, RMI core complex with F-MM2 peptide; stronger effect = lower value. FP signal (polarization) at 33 µM. 70,000 compounds, 0.58% hits. AID 1159607; in the data active means FP signal below about 40; further: inactives centre near 61; strong numbers were not always called active; unit not given here
Numbers without * were called inactive; & = joins results of further samples. A portion of the library, so the mix of outcomes need not match the whole.

RMI-FANCM inh	SMILES
61	Cc1[nH]c(=O)[nH]c(=O)c1CCc1nnc(SCC(=O)NNC(=O)c2ccccc2)o1
59&52	O=C(Nc1ccccc1CC(c1c[nH]c2ccccc12)c1c[nH]c2ccccc12)c1ccc(Cl)cc1
69	CC(C)S(=O)(=O)Nc1ccc2c(c1)OCC(C)(C)C(=O)N2
59	CCOC(=O)c1c(NC(=O)c2ccc(S(=O)(=O)N(CC)CC)cc2)sc2c1CCCC2
65	COc1cccc(-c2cn3c(C(=O)Nc4ccccn4)csc3n2)c1
40	O=S(=O)(Nc1cc(C(F)(F)F)cc(C(F)(F)F)c1)c1ccccn1
56	O=C(Cc1csc(NS(=O)(=O)c2ccccc2)n1)NCc1c(F)cccc1F
68	Cc1nc2ccc(S(=O)(=O)NCCCn3nc(-c4ccco4)ccc3=O)cc2s1
65	O=C(CSc1nc2c([nH]c3ccccc32)c(=O)n1-c1ccc([N+](=O)[O-])cc1)N1CCc2ccccc21
75	CC(C)(C)n1ncc2c(=O)n(CCC(=O)NCCC3=CCCCC3)cnc21
52	CCOC(=O)c1ccc(N2CCOCC2)c(NS(=O)(=O)c2ccccc2[N+](=O)[O-])c1
141	CCc1c(C#N)c(SCC(=O)Nc2nsc(-c3ccc(Cl)cc3)n2)nc2c1C(=O)CC(C)(C)C2
63	Cc1nc(C)c(C(=O)NCCn2ncc3c(N4CCN(c5ncccn5)CC4)ncnc32)s1
54	O=C(CCCN1C(=O)S/C(=C2/SC(=O)N(CCCC(=O)Nc3ccccc3C(=O)O)C2=S)C1=S)Nc1ccccc1C(=O)O
30	CC(C)(O)c1ccccc1CC[C@@H](SCC1(CC(=O)O)CC1)c1cccc(/C=C/c2ccc3ccc(Cl)cc3n2)c1
59	COc1ccc(C(C)=O)cc1Nc1cc(C)nc2cc(C(F)(F)F)ccc12
59	O=C(CSc1nc2c(c(=O)n1-c1ccc([N+](=O)[O-])cc1)SCC2)Nc1ccc2c(c1)OCCO2
56	O=C(C1CCCCN1S(=O)(=O)c1cccs1)N1CCOCC1 (stereo unspecified)
60	Cc1cccc(CC(=O)NNC(=O)c2cccn(Cc3ccc(F)cc3)c2=O)c1
62	O=c1sc2ccccc2n1CCCOc1ccccc1
52	Cc1cc(C(=O)N=S(C)(=O)c2cccs2)no1 (stereo unspecified)
64	CCn1ccc(C(=O)N2CCCCC2)n1
57&59	CN(C)c1nc(N)c(C(=O)N=C(N)N)nc1Cl
61	CN(C)c1ccc(/C=N\NC(=O)c2ccncc2)c(Cl)c1
98	COCCNC(=O)/C(C#N)=C1\N=C(NC(=O)c2ccccc2Cl)c2ccccc21
58&65	NCCCS(=O)(=O)O
57	CSc1cc(-c2cccs2)nc(-c2ccc(Cl)cc2)n1
53	CSc1cccc(NC(=O)c2ccc(N3CCCCS3(=O)=O)cc2)c1
66	Cc1cc(C)cc(OCCNC(=O)NCc2ccc(F)cc2)c1
64	Cc1ccc(-n2ncc3c(C4CC4)nn(CC(N)=O)c(=O)c32)c(C)c1

A few values from the results shown.
Cc1cccc(CC(=O)NNC(=O)c2cccn(Cc3ccc(F)cc3)c2=O)c1 in RMI-FANCM inh → 60
CSc1cccc(NC(=O)c2ccc(N3CCCCS3(=O)=O)cc2)c1 in RMI-FANCM inh → 53
Cc1cc(C(=O)N=S(C)(=O)c2cccs2)no1 (stereo unspecified) in RMI-FANCM inh → 52

(cont.)
RMI-FANCM inh	SMILES
73	COc1cccc(CSc2nccn3nc(-c4ccc(C)c(C)c4)cc23)c1
71	CC(=O)Nc1cccc(NC(=O)CSc2nc(CC(=O)N3CCc4ccccc43)cs2)c1
57	COc1ccc(NC(=O)CSc2nnc(-c3ccncc3)o2)c(OC)c1
69	Clc1cccc2sc(NCC3CCCO3)nc12 (stereo unspecified)
58	CCOC(=O)CNC(=O)CSc1ccc2nnc(-c3ccc(Cl)cc3)n2n1
63	CCOC(=O)CSc1nnc(CNC(=O)c2cccs2)n1-c1cc(OC)ccc1OC
88	CCOc1ccc(-c2cc(=O)n(CC(=O)N3CCC(Cc4ccccc4)CC3)cn2)cc1
61	CC12COC3(C(=O)O)CC1CCC32C (stereo unspecified)
54	Nc1nccc(-c2ccc3c(c2)OCCO3)n1
68	O=C(COc1cccc(Cl)c1)N1CCN(c2ccc3nnc(C4CC4)n3n2)CC1
60	N#Cc1ccc(N2C(=O)C3=C(SCCS3)C2=O)cc1
63	COc1cccc(NC(=O)Cc2csc(SCC(=O)Nc3cccc(NC(C)=O)c3)n2)c1
69	C/C(=N/NC(=O)c1cc(-c2ccc(Cl)s2)[nH]n1)c1ccccc1O
64	CN1CCN(C(CNC(=O)C(=O)NC2CCCCC2)c2ccc(N(C)C)cc2)CC1 (stereo unspecified)
70	Cc1ccc(-c2n[nH]c(=O)c3nc(C)sc23)c(C)c1
53	COc1cc(C(=O)NNC(=O)C(C)Oc2ccc(Cl)cc2Cl)cc(OC)c1OC (stereo unspecified)
57	O=C(Nc1ccc(F)c(F)c1)C(=O)N1CCC(Cc2ccccc2)CC1
61	COc1ccccc1-n1ncc2c(C(C)C)nnc(SCc3ccccn3)c21
64	Cc1ccc(S(=O)(=O)NCCN2CCN(c3ccccc3)CC2)cc1C
69	CCOC(=O)c1ccccc1NC(=O)CSc1nccn2nc(-c3ccc(Cl)cc3)cc12
69	COc1ccc(-c2ccc(=O)n(CCCNC(=O)Nc3ccc(F)cc3F)n2)cc1
57	Cc1cc(CN2C(=O)c3ccccc3S2(=O)=O)no1
60	N#C/C(=C\c1ccc(-c2ccccc2Cl)o1)C(=O)NCc1ccco1
55	CCOC(=O)c1sc(N)nc1C
60	CC(C)(C)NC(=O)NCC(c1ccco1)N1CCc2ccccc21 (stereo unspecified)
54	O=C1C2=C(C(=O)N1c1ccc(Br)cc1)C(c1ccccc1)=NCCN2
70	CSc1ccccc1NC(=O)C(=O)NCC1CCN(Cc2ccco2)CC1
58	CSc1nnc(C)c(=O)n1COC(=O)c1ccccc1I
60	Cc1c(C(=O)O)cc(-c2ccccc2)n1CCNC(=O)OC(C)(C)C
60&52	Cc1cccc(C)c1NC(=O)C(=O)NCC(c1ccc2c(c1)CCCN2C)N1CCCC1 (stereo unspecified)
56	NC(=O)C1CCN(S(=O)(=O)c2ccc(N3CCOCC3)nc2)CC1
56	CC(=O)C(C)(C)OC(=O)N1CCOCC1
69	COC(=O)c1sc2ccccc2c1NC(=O)COCC(=O)Nc1c(C(=O)OC)sc2ccccc12
87	O=C(Cn1nc(-c2cccs2)c2sc(N3CCCCC3)nc2c1=O)c1ccc2c(c1)CCCC2
62	O=C(NCCOc1cccc(C(F)(F)F)c1)c1ccccc1[N+](=O)[O-]
65	COc1ccc(-c2csc(NC(=O)c3cc(Cl)sc3Cl)n2)cc1
67	Cn1nccc1C(=O)N(Cc1ccccc1)c1nc2ccccc2s1
70	CCOC(=O)c1c(-c2ccc(F)cc2)csc1NC(=O)CSc1nc2sc(C)c(C)c2c(=O)n1-c1ccccc1
55	O=C(c1ccc(S(=O)(=O)N2CCOCC2)cc1)N1CCN(CCN2C(=O)c3cccc4cccc(c34)C2=O)CC1
60	Nc1ccccc1-c1nc(-c2cccc([N+](=O)[O-])c2)no1
66	CC(C)N1CCC(CNC(=O)c2cccc3ccccc23)CC1
60	O=C(CSc1nnc2ccc(-c3ccncc3)nn12)Nc1cccc(C(F)(F)F)c1
54	O=C1c2ccccc2S(=O)(=O)N1Cc1nc2ccccc2s1
73	CCOC(=O)c1c(-c2ccc(C)o2)csc1NC(=O)c1cccnc1
64	Cc1nc2sc(C)c(C)n2c(=O)c1NC(=O)c1ccc(Br)o1
56	O=C(NCc1cccs1)NCC1CC(=O)N(c2ccc(F)cc2)C1 (stereo unspecified)
120	O=C(Cn1cccc(-c2nc(-c3ccccc3)no2)c1=O)Nc1ccccc1C(F)(F)F
61	COc1ccc(C(=O)c2cnc3ccccc3c2-c2ccccc2)cc1
66	CCn1ccc(C(=O)N(Cc2cccnc2)c2nc3ccc(F)cc3s2)n1
72	C#CCn1c(=NC(=O)c2cc(C)no2)sc2cccc(F)c21
56	CC(=O)[C@H]1CCC2C3CC=C4C[C@@H](OS(=O)(=O)O)CC[C@]4(C)C3CC[C@@]21C (stereo partly specified)
66	Cc1ccc(S(=O)(=O)N2CCN(CC(O)COc3cccc(Oc4ccccc4)c3)CC2)cc1 (stereo unspecified)
70	COCCN1CCC(CNC(=O)C(=O)Nc2ccon2)CC1
54	CNC(=O)c1c(NC(=O)/C=C/c2ccccc2Cl)sc(C)c1C
65	COC(=O)c1sccc1S(=O)(=O)Nc1ccc(F)cc1F
70	Cc1c(C(=O)COC(=O)c2ccccc2Cl)sc2ccccc12
61	O=C(NC(=O)N1CCCCC1)c1cc(Br)cc(Br)c1
58	COc1ccc(CCNC(=O)c2nc3ccccc3c(=O)n2-n2cccc2)cc1OC
69	Cc1cc(OCC(=O)NCCOc2ccc3nnc(-c4ccccc4)n3n2)ccc1Cl
61	CCC(C(=O)OC1(C(C)=O)CCC2C3C=CC4=CC(=O)CCC4(C)C3CCC21C)c1ccccc1 (stereo unspecified)

Gathered by group, the compounds so far with fluorine (15)
RMI-FANCM inh	SMILES
40	O=S(=O)(Nc1cc(C(F)(F)F)cc(C(F)(F)F)c1)c1ccccn1
56	O=C(Cc1csc(NS(=O)(=O)c2ccccc2)n1)NCc1c(F)cccc1F
59	COc1ccc(C(C)=O)cc1Nc1cc(C)nc2cc(C(F)(F)F)ccc12
60	Cc1cccc(CC(=O)NNC(=O)c2cccn(Cc3ccc(F)cc3)c2=O)c1
66	Cc1cc(C)cc(OCCNC(=O)NCc2ccc(F)cc2)c1
57	O=C(Nc1ccc(F)c(F)c1)C(=O)N1CCC(Cc2ccccc2)CC1
69	COc1ccc(-c2ccc(=O)n(CCCNC(=O)Nc3ccc(F)cc3F)n2)cc1
62	O=C(NCCOc1cccc(C(F)(F)F)c1)c1ccccc1[N+](=O)[O-]
70	CCOC(=O)c1c(-c2ccc(F)cc2)csc1NC(=O)CSc1nc2sc(C)c(C)c2c(=O)n1-c1ccccc1
60	O=C(CSc1nnc2ccc(-c3ccncc3)nn12)Nc1cccc(C(F)(F)F)c1
56	O=C(NCc1cccs1)NCC1CC(=O)N(c2ccc(F)cc2)C1 (stereo unspecified)
120	O=C(Cn1cccc(-c2nc(-c3ccccc3)no2)c1=O)Nc1ccccc1C(F)(F)F
66	CCn1ccc(C(=O)N(Cc2cccnc2)c2nc3ccc(F)cc3s2)n1
72	C#CCn1c(=NC(=O)c2cc(C)no2)sc2cccc(F)c21
65	COC(=O)c1sccc1S(=O)(=O)Nc1ccc(F)cc1F

Other results:
RMI-FANCM inh	SMILES
58	O=C(Cn1c(-c2ccccn2)nc2ccccc21)Nc1cccc(Cl)c1
59	CCCCCCn1[nH]c(C)c(C(=O)c2ccc(C(=O)c3c(C)[nH]n(CCCCCC)c3=O)cc2)c1=O
71	Cc1cc(NC(=O)CCCSc2ccc(NC(=O)c3ccco3)nn2)no1
65	Cc1ccc(NCC(O)Cn2c3c(c4cc(C)ccc42)CCCC3=O)cc1 (stereo unspecified)
51&56&58	NC(=O)c1ncn([C@@H]2O[C@H](CO)[C@@H](O)[C@H]2O)n1
60	Cc1ccc(NC(=O)C(=O)NCC(c2ccc3c(c2)CCCN3C)N(C)C)cc1Cl (stereo unspecified)
54	CN(C)c1ccc(/C=C/c2ccccc2)cc1
62	CNC(=O)NC(=O)CSc1ncnc2sc(-c3ccccc3)cc12
77	Cc1cccc(Nc2nc(N3CCN(CCO)CC3)nc3c2cnn3-c2ccccc2)c1
50	CC(=O)Nc1ccccc1OCCN(Cc1ccccc1)C(=S)NCCC1=CCCCC1
64	Cc1ccc2c(c1)c(-c1ccccc1)c(-c1ccccc1)n2CC(O)Cn1c(C)nc2ccccc21 (stereo unspecified)
54	COc1cccc(C(=O)N(C(=O)N2CCCCC2)c2ccc(C)cc2)c1OC
61	Cc1ccc(C(=O)c2oc3ccccc3c2N)cc1
59	COc1ccc(CCNC(=O)CSc2ncnc3c2cnn3-c2ccc(F)cc2)cc1OC
62	Cc1cccc(NC(=O)NCCc2ccc3c(c2)CCCN3C)c1
67	CCn1cccc(-c2nnc(SCC(=O)c3ccc(OC)cc3)n2C)c1=O
55	COc1cc(=O)n(-c2ccc(F)cc2)nc1C(=O)Nc1ccc(Cl)cc1Cl
62	COc1cc(CCC(=O)O)cc(OC)c1OC
75	C=CCn1c(SCc2csc(C)n2)nc2scc(-c3ccccc3Cl)c2c1=O
86	Cc1ccc(C(=O)CN2CCN(C3c4ccccc4-c4ccccc43)CC2)cc1
63	CC(=O)N1CCc2c(sc(NC(=O)c3ccc(S(C)(=O)=O)cc3)c2C(N)=O)C1
58	COc1ccc(Nc2cc(C)nc(Nc3ccc(NS(=O)(=O)c4cc(C(C)(C)C)ccc4OC)cc3)n2)cc1
61	CCCCNC(=O)N1CCN(C(c2ccccc2)c2ccccc2)CC1
68	CCc1nnc2ccc(N3CCN(S(=O)(=O)c4ccc(Cl)s4)CC3)nn12
63	Cc1ccc(S(=O)(=O)Nc2ccc3c(c2)CN(C(=O)c2ccccc2)CC3)cc1C
53	Cc1nc2sccn2c(=O)c1NC(=O)c1ccc(S(=O)(=O)N(C)C)cc1
55	CCOC(=O)c1ccc(NC(=O)Cn2cc(OC)c(=O)cc2CN2CCCCC2)cc1
56	O=C(O)CCCC(=O)NC1CCCc2ccccc21 (stereo unspecified)
68	CC(C)CCN1C(=O)C(C)(C)COc2ccc(NC(=O)CN3C(=O)c4ccccc4C3=O)cc21
56	CC(=O)Oc1ccc2ccccc2c1-c1c(OC(C)=O)ccc2ccccc12
60	COCCN1CCCc2ccc(NS(=O)(=O)c3ccc(OC)c(Cl)c3)cc21
108	CC(C)c1cc(=O)[nH]c(-n2nc(-c3cccs3)cc2NC(=O)c2cc3ccccc3o2)n1
53	CN(C=C(C#N)C#N)C[C@@H](O)[C@H](O)[C@@H](O)[C@@H](O)CO
67	CC(C)(C)c1cc(Br)ccc1OCC(=O)NC1CCCC1
94	O=c1c2sccc2nc(SCc2nc(-c3ccc(Br)cc3)no2)n1-c1ccccc1
55	CSc1nnc(C)c(=O)n1COC(=O)c1ccc(Br)o1
60&53	CSc1ccccc1N=C(N)N=C(N)N
71	O=C(OCn1nnc2ccccc2c1=O)c1ccc(Cl)c([N+](=O)[O-])c1
62	COc1cccc(CSc2nc(CC(=O)N3CCc4ccccc43)cc(=O)[nH]2)c1
53	O=C(OCc1ccc(Cl)cc1)c1cnc(NNC(=O)C(F)(F)F)nc1C(F)(F)F
